# NadD inh: blocks S. aureus nicotinate mononucleotide adenylyltransferase; AID 602399; hit rate 0.78% among 360,000; purified NadD enzyme, colorimetric absorbance read-out; inhibition, % at 20 µM; in the data active = inhibition above about 26%; also: some compounds past the cut are filed as inactive
# Rpn11 inh: inhibitors of human proteasome Rpn11; O00487; human 26S proteasome, Ub4-pepOG fluorescence polarization; 20S core pre-blocked with epoxomicin; calls only at 20 µM; hit rate 0.59% among 360,000;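 active = inhibition at 20 µM, scaled to each plate's controls, above about 33%, limit read from the data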
# Target sequence (O00487 whole entry, looked up): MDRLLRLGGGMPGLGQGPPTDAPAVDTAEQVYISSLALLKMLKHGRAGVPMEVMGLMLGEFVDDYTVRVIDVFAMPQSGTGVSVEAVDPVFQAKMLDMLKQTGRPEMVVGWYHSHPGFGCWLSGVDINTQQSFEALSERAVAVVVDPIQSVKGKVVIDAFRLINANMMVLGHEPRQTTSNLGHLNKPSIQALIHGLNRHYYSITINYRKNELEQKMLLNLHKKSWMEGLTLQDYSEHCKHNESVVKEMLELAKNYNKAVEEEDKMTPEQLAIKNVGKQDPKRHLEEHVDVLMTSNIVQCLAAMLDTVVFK
# TbMetRS inhib: blocks T. brucei methionyl-tRNA synthetase activity. purified T. brucei MetRS, ATP depletion, Kinase-Glo luminescence. inhibition, % at 11.9 µM. hit rate 0.4% among 360,000;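 active = inhibition above a per-plate cutoff of the control wells' mean inhibition plus 3 SD, cut at about 5.5% in these data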;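 also: 0% = DMSO wells median and 100% = median of wells with control inhibitor compound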
#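 Measured by: Kinase-Glo luciferase luminescence reporting remaining unconsumed ATP. Material: purified T. brucei MetRS enzyme. Doses: 11.9 µM compound single dose, 0.9% DMSO. Medium: HEPES buffer containing pyrophosphatase, BSA, spermine, DTT. Times: 15 min preincubation, 2 h reaction, all 25 °C. Reagent: methionine, ATP and bulk E. coli tRNA.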
# MLLE-PAM2 inh: blocks PAM2 peptide binding to the PABP1 MLLE domain. GST-MLLE / FITC-PAM2 fluorescence polarization. P11940. inhibition, % at 20 µM. hit rate 0.36% among 360,000; in the data active = inhibition above about 35%, passing the limit was not always enough;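 also: plate controls were DMSO wells with GST-MLLE for no effect and wells lacking GST-MLLE protein for full effect; some results filed as inactive read as strong as hits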
# Scp1 inh: blocks human Scp-1 phosphatase activity. Q9GZU7. Recombinant Scp1, phosphopeptide, malachite green phosphate absorbance. inhibition, % at 20 µM. hit rate 0.88% among 340,000;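 active = inhibition above about 50% at 20 µM, limit read from the data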;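 also: plate controls were DMSO wells with enzyme for no effect and wells lacking enzyme for full effect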
#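 Incubation: 45 min enzyme reaction at room temperature / System: truncated SCP-1 phosphatase (76-261aa) / Reagent: Phospho 17-mer peptide substrate / Buffer or medium: Acidic Tris acetate buffer with magnesium and detergent / Signal: absorbance at 630 nm / Doses: one concentration, 20 µM, with 1.0% DMSO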
# STEP block: STEP (human) phosphatase inhibition | recombinant STEP, OMFP fluorogenic substrate, fluorescence | hit rate 0.25% among 360,000 | inhibition, % at 20 µM;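 active = inhibition at 20 µM, scaled per plate between control wells, above about 37%, limit read from the data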;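 also: 0% = DMSO with enzyme and substrate and 100% = substrate only without enzyme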
# Target sequence (P54829 whole entry, looked up): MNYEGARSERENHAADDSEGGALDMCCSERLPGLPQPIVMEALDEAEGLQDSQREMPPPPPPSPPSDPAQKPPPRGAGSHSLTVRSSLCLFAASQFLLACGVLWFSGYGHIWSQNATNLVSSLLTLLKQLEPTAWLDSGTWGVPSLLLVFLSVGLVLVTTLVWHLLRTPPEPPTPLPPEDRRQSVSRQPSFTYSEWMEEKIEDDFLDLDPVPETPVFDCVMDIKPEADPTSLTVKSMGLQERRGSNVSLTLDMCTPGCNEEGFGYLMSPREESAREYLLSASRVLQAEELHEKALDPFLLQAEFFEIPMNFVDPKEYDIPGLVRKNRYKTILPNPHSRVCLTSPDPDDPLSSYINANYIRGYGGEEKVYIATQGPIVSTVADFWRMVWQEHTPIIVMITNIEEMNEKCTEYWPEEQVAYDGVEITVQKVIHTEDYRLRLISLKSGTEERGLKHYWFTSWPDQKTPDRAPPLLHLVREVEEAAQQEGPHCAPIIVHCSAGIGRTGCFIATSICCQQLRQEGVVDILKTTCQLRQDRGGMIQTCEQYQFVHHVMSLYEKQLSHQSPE
#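 Material: STEP (striatal-enriched tyrosine phosphatase) enzyme, cell-free | Medium: 50 mM Bis-Tris pH 6.0 with 2.5 mM DTT and 0.005% Tween 20 | Read-out: Percent inhibition scaled to no-enzyme and uninhibited-enzyme controls, plate-pattern corrected | Signal: Fluorescence read at 480 nm ex / 540 nm em | Times: 20 min reaction, room temperature, in the dark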
# DNMT1 block: DNMT1 (human) enzyme inhibition; P26358; DNMT1 molecular beacon, Hinp1I cleavage, fluorescence; hit rate 0.83% among 360,000; inhibition (reported as % activation of signal), % at 10 µM; in the data active = inhibition above about 50%
# LMPTP inh: blocks human LMPTP phosphatase; AID 651560; inhibition, % at 20 µM; hit rate 0.22% among 360,000; recombinant LMPTP-A, OMFP fluorogenic substrate, fluorescence intensity; P24666;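 active = compounds that cut the enzyme signal by at least half of the control window in the single-dose screen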;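 also: plate controls were DMSO wells with enzyme plus substrate for no effect and substrate without enzyme for full effect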
# Target sequence (P24666 whole entry, looked up): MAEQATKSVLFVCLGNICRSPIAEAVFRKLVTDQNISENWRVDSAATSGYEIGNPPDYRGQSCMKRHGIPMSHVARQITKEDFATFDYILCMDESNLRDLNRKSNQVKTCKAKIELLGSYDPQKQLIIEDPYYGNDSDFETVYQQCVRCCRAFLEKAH
#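 Buffer or medium: Bis-Tris pH 6.0, DTT, detergent; Assay system: LMPTP-A enzyme; Quantity: 0.625 nM enzyme; Detection: endpoint fluorescence intensity; Times: 50 min dark incubation at room temperature; Controls: substrate-only low control, DMSO enzyme-plus-substrate high control; Doses: single 20 µM dose; Read-out: percent inhibition versus substrate-only and uninhibited controls; Reagent: 400 µM OMFP.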
# SUMO1-SIM PPI: SUMO1-SIM interaction modulation | hit rate 0.33% among 360,000 | SUMO1 binding to a labelled peptide, TR-FRET, 1 h | AID 602429 | P63165 | inhibition, % at 20 µM; in the data active = inhibition above about 37%
# CSN inh: CSN deneddylation inhibition | inhibition, % at 12.5 µM | Purified CSN, SCF-Nedd8-OG deneddylation, fluorescence polarization | hit rate 0.38% among 360,000;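 active = pattern-corrected inhibition above about 35%, with an unprinted fluorescence ratio check between 0.5 and 1.5, limit read from the data, passing the limit was not always enough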;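 also: 0% = enzyme with substrate and 100% = substrate without enzyme; some results filed as inactive read as strong as hits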
#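 Assay system: HEK293T-derived human Csn5 enzyme; quantity: 0.24 nM enzyme; medium: Tris/NaCl/DTT buffer, pH 7.5; also added: substrate SCFSkp2-Nedd8OG, 10 nM; doses: 12.5 µM compound; schedule: 90 min reaction at room temperature; signal: FP; read-out: % inhibition of substrate cleavage by Csn5; benchmarks: substrate-only high control, full reaction low control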
# * marks the source's active call; other numbers are inactive results; i = inactive; / = not tested or not shown.
# Value order: NadD inh	Rpn11 inh	TbMetRS inhib	MLLE-PAM2 inh	Scp1 inh	STEP block	DNMT1 block	LMPTP inh	SUMO1-SIM PPI	CSN inh
CC1CCN(S(=O)(=O)c2ccc(NC(=O)CN3CCCC(C)C3)cc2)CC1 (stereo not drawn)
  -11.3	i	0.0	-7.8	-7.8	0.7	-5.5	0.1	-3.1	3.6
Cc1ccc(S(=O)(=O)NCCNc2ccc(Br)c(C)c2)cc1
  4.4	i	-0.1	10.7	-8.6	-2.9	-5.0	3.2	7.4	-2.2
Cc1ccc(N2C(=O)c3ccccc3C2Nc2cccnc2)nc1 (stereo not drawn)
  1.6	i	-0.3	-7.7	-14.0	-5.0	4.3	0.1	2.6	-4.6
FC(F)(F)c1ccccc1Nc1nccs1
  5.2	i	0.0	-21.5	-2.2	-1.4	3.8	-0.4	-1.4	-6.6
CN(C)c1ccc(/C=N/N=C/c2ccccc2O)cc1
  -4.9	i	0.0	-29.9	-2.7	-0.1	-2.0	-0.4	0.0	-1.2
O=C(Cn1nnc(-c2ccc(F)cc2)n1)Nc1cccc(S(=O)(=O)N2CCCC2)c1
  -7.2	i	-0.2	-17.4	3.5	-2.0	-16.3	2.3	2.1	3.0
CC1(C)CC(=O)c2sc(NS(=O)(=O)c3ccc(F)cc3)nc2C1
  5.3	i	-1.2	6.2	1.6	-2.0	-3.6	0.6	2.5	-5.7
CCCCCCCCCn1cc(C(C)=O)c(=O)[nH]c1=O
  -0.2	i	-0.2	-9.4	-2.9	-4.9	1.8	-0.7	-0.6	-2.2
CCCCC(=O)NNC(=S)NC(=O)C(c1ccccc1)c1ccccc1
  7.0	i	0.1	-10.7	-8.4	0.8	2.8	0.6	1.0	-3.6
CCCC(C(=O)NCc1ccco1)N(CC1CCCO1)C(=O)CNS(=O)(=O)c1ccc(F)cc1 (stereo not drawn)
  -3.0	i	-0.3	-5.3	-2.8	-0.8	1.6	-0.7	9.7	0.5
Cc1ccccc1COC(=O)CNC(=O)c1sc2ccccc2c1Cl
  -5.3	i	-0.5	-2.4	-13.7	1.7	-0.1	4.9	-3.7	0.6
COc1ccc(CN(Cc2cccnc2)C(=S)NCCc2ccccc2)cc1OC
  -0.3	i	-1.2	-116.0	0.4	1.5	-2.4	1.0	2.4	-6.2
CCCNC(=S)N1CCN(CC)CC1
  -6.7	i	-0.7	-65.2	-2.7	2.0	6.3	-4.3	1.1	-9.3
Cc1ccc(S(=O)(=O)N2C[C@H]3C(=O)C[C@@H](c4ccccc4)N(S(=O)(=O)c4ccc(C)cc4)[C@H]3C[C@H]2c2ccccc2Cl)cc1
  12.7	i	0.1	6.0	/	1.1	6.1	0.2	2.6	0.9
COc1ccc(C(C(=O)NC(C)(C)C)N(Cc2ccc(F)cc2)C(=O)CCC(=O)Nc2cc(C)on2)cc1 (stereo not drawn)
  0.1	i	-0.5	6.8	-3.4	1.7	1.1	-0.8	4.0	-0.3
Cc1ccc(CNC(=O)Nc2ccc(Cl)cc2)cc1
  -0.7	i	0.4	0.5	-4.7	0.1	2.6	-0.9	7.7	0.1
O=C(N/N=C/c1ccc(O)cc1)/C(=C/c1ccc([N+](=O)[O-])cc1)NC(=O)c1ccccc1
  8.4	i	2.4	-2.5	-14.7	4.0	-1.5	0.4	-20.5	2.4
O=C(Nc1nccs1)[C@@H]1CC=C[C@@H]2CCN(Cc3ccccc3)C(=O)[C@@H]21
  0.4	i	0.1	4.0	-3.0	-0.9	0.3	0.2	15.8	-2.7
Cc1ccc(S(=O)(=O)N2CCCCC2)cc1NC(=O)COC(=O)Cc1ccc(Cl)cc1
  -5.4	i	-0.3	1.4	-11.6	2.4	-9.2	1.0	-2.1	3.4
O=[N+]([O-])c1ccc2cc[nH]c2c1
  4.4	i	0.3	-73.9	61.4*	2.2	34.5	6.2	1.3	9.2
N=c1c2ccccc2nnn1-c1ccccc1[N+](=O)[O-]
  -3.7	i	-0.2	-3.4	-7.6	-2.3	-2.6	-0.8	-35.6	-2.0
CC(C)C(=O)Nc1ccc(S(=O)(=O)Nc2nccc(/C=C/c3ccccc3)n2)cc1
  -31.8	i	0.1	-3.7	-9.0	-2.7	3.8	-1.9	-2.8	-1.1
CC1CC(C)CN(C(C(=O)NC2CCCCC2)c2cc3ccccc3o2)C1 (stereo not drawn)
  -0.2	i	-1.5	-4.7	/	1.8	7.0	1.8	0.8	0.2
O=c1c2ccccc2nc2c3ccccc3c(NCc3ccccn3)nn12
  2.4	i	-0.3	7.7	4.1	2.3	2.9	3.2	1.3	8.8
CCn1cc(C(=O)N(C)c2ccc(OC)cc2)c2cc(OC)c(OC)cc2c1=O
  -0.8	i	-0.3	-3.0	-9.7	0.6	-2.4	-1.9	4.5	3.8
Cc1cc(C)c(NC(=O)CN(C)C(=O)CNC(=O)c2cccs2)c(C)c1
  3.2	i	-0.3	-9.0	1.5	0.8	4.1	-1.3	-2.2	0.9
CC1CCc2c(C(=O)Nc3ccc(N4CCOCC4)cc3)csc2C1 (stereo not drawn)
  -1.5	i	0.6	-16.9	-6.5	1.7	-3.1	0.2	3.6	-4.1
O=C(NCC(=O)N1CCc2ccccc2C1)c1ccc(Cl)cc1Cl
  -0.8	i	0.6	2.6	-0.3	0.5	-0.3	-0.6	7.0	7.3
O=C1CN(C(=O)CSc2nnc(C3CC3)n2-c2ccccc2)c2ccccc2N1
  6.6	i	-0.1	-12.5	-5.2	-2.7	1.5	0.2	0.7	0.2
CCOC(=O)CSc1nc2c(sc3ccc([N+](=O)[O-])cc32)c(=O)n1Cc1ccco1
  10.7	i	-0.3	9.7	-7.9	3.6	6.3	0.7	5.5	-2.2

# Quoted at random: 4 entries already listed, in no set order.
# Value order: NadD inh	Rpn11 inh	TbMetRS inhib	MLLE-PAM2 inh	Scp1 inh	STEP block	DNMT1 block	LMPTP inh	SUMO1-SIM PPI	CSN inh
O=c1c2ccccc2nc2c3ccccc3c(NCc3ccccn3)nn12
  2.4	i	-0.3	7.7	4.1	2.3	2.9	3.2	1.3	8.8
O=C(NCC(=O)N1CCc2ccccc2C1)c1ccc(Cl)cc1Cl
  -0.8	i	0.6	2.6	-0.3	0.5	-0.3	-0.6	7.0	7.3
O=C(Nc1nccs1)[C@@H]1CC=C[C@@H]2CCN(Cc3ccccc3)C(=O)[C@@H]21
  0.4	i	0.1	4.0	-3.0	-0.9	0.3	0.2	15.8	-2.7
O=C1CN(C(=O)CSc2nnc(C3CC3)n2-c2ccccc2)c2ccccc2N1
  6.6	i	-0.1	-12.5	-5.2	-2.7	1.5	0.2	0.7	0.2

# Next structures:
# Value order: NadD inh	Rpn11 inh	TbMetRS inhib	MLLE-PAM2 inh	Scp1 inh	STEP block	DNMT1 block	LMPTP inh	SUMO1-SIM PPI	CSN inh
COc1ccc(N2C(=O)CC(SCC(=O)O)C2=O)cc1 (stereo not drawn)
  -0.8	i	0.2	33.7	-9.0	2.2	3.7	-1.4	2.5	-1.0
O=C(Nc1cccnc1)c1cccc(S(=O)(=O)N2CCc3ccccc32)c1
  -3.1	i	0.0	-7.9	-4.1	-1.6	-0.3	0.5	2.2	-0.8
Cc1ccc(/C=N/NC(=O)C2CCN(Cc3ccc(F)cc3Cl)CC2)o1
  -0.3	i	-0.1	4.5	0.5	-3.5	-5.5	1.6	-8.9	5.0
CCOc1cc(C(N)=O)cc(Cl)c1OCc1ccccc1
  -7.5	i	-0.4	-11.9	-6.0	-2.9	1.5	-0.1	-1.0	-6.5
COc1ccc2nc(C)c3c(c2c1)OC(C(C)(Cl)Br)C3 (stereo not drawn)
  -2.5	i	-0.4	6.0	-0.7	0.7	-1.4	0.6	0.5	5.2
CCC(C)NC(=O)c1cnn2c1NC(c1ccc3c(c1)OCO3)CC2C(F)(F)F (stereo not drawn)
  0.0	i	0.3	-1.5	-9.4	2.7	-2.8	-1.2	4.0	-2.5
S=C(NCc1ccccc1)N1CCCCC1
  4.4	i	-1.3	-132.6	2.4	-1.6	11.3	0.1	1.5	-2.8
COCCCNC(=S)NC(=O)c1ccc(C)cc1
  2.9	i	-0.1	25.3	-4.1	-0.7	-1.4	-1.6	2.8	-15.3
CC(=O)OCCC(NS(=O)(=O)OCC(Cl)(Cl)Cl)c1ccccc1 (stereo not drawn)
  -2.4	i	-0.2	-0.8	2.4	2.0	-2.4	-1.2	3.8	-7.4
Cc1ccc2[nH]c(=O)c(CN(CC3CCCO3)C(=O)c3ccncc3)cc2c1 (stereo not drawn)
  -20.8	i	2.1	6.0	1.1	-2.3	2.6	-0.1	-3.2	-1.5
O=C(Nc1ccc2oc(-c3ccccc3)nc2c1)c1ccc2c(c1)OCCO2
  -1.7	i	-0.8	-9.5	-11.5	-5.8	-1.1	-0.6	1.7	8.5
O=C(Nc1ccc(NC(=O)C2CC2)nc1)c1ccccc1F
  -12.7	i	0.3	-17.0	-9.3	-0.4	-0.6	-0.8	-5.1	1.3
Cn1nnnc1Sc1ncnc2scc(-c3cc4ccccc4o3)c12
  0.4	i	-0.1	-17.9	-3.6	-0.3	-2.2	3.1	-7.8	19.6
CC(C)(C)OC(=O)C[C@H]1C/C=C\C[C@H](CC(=O)N[C@H](CO)Cc2ccccc2)C(=O)N[C@@H](Cc2ccccc2)COC1=O
  1.1	i	-0.3	1.5	-4.4	0.6	-6.5	-1.4	6.0	-3.1
Cc1cc(C)cc(-n2c(=O)c3sccc3n(CC(=O)NCc3ccco3)c2=O)c1
  -5.7	i	-0.7	6.3	5.7	-0.3	2.1	-0.9	0.7	-0.6
CC(=O)Nc1ccc(C(=O)Nc2cc(S(=O)(=O)N3CCOCC3)ccc2N2CCOCC2)cc1
  2.3	i	0.0	-31.0	6.9	1.5	2.3	0.6	-2.1	-3.5
O=C(O)c1ccc2c(c1)N(Cc1cccc(F)c1)C(=O)CS2
  5.4	i	-0.6	12.3	-6.6	1.6	5.2	-0.7	23.2	3.2

# Compound activity (PubChem BioAssay)
